High-throughput results from PubChem.
EPAC1 agonist: activates human EPAC1 exchange factor; EPAC1 agonist qHTS, biochemical assay; response scale: 100% = response to 6.5 mM cAMP; Potency, µM (doses to about 154 µM), without a hit: at the top dose activation, most hits filed as activators; 0.073% of 360,000 active; note: potency is the fitted concentration of half-maximal effect; nearly all actives have a fitted effect of over 60% in size
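Fluorescent GDP-exchange assay: 100 nM EPAC1 with 250 nM Rap1B preloaded with BODIPY-GDP and 50 uM GDP; compounds tested as concentration series, 5 min at room temperature, then read every 5 min for 30 min (ex 480/em 540 nm); normalized to 6.5 mM cAMP.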
IL-2 act: IL-2 activation | IL-2 activation reporter assay, cell-based qHTS; stimulated with anti-CD3/CD4/CD28 beads; in transgenic mouse T cells | activation, % (series mostly up to about 46 µM) | 0.065% of 360,000 active | AID 652025; in the data active = activation above about 50%; inconclusive = mostly about 30% to 49%; note: 0% is about no effect
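Unstimulated transgenic mouse T cells preincubated 60 min with compound, then stimulated with anti-CD3/anti-CD4-coated beads plus anti-CD28 for 18 h at 37 degrees C. IL-2 response read as EGFP and DsRed fluorescence by plate cytometry.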
GLP1R ag: GLP-1 receptor (human) agonism; 0.007% of 380,000 active; P43220; Potency, µM (highest dose often 45.6 µM), without a hit: top-dose activation, hits mostly activators; HEK293 GLP-1R CRE-luciferase, luminescence, 4-6 h; cells express a hypersensitive GLP-1R form; AID 624172; note: potency is the fitted concentration of half-maximal effect; % of control where 0% means no effect
GLP1R inv ag: inverse agonists of human GLP-1 receptor | P43220 | HEK293 GLP-1R CRE-luciferase, luminescence, 24 h; GLP-1R form is constitutively active | 1.6% of 410,000 active | Potency, µM (doses to about 38.3 µM), without a hit: at the top dose activity change, negative = inhibition, most hits filed as inhibitors; note: potency is the fitted concentration of half-maximal effect; % is set by controls: 0 for no effect and ±100 for the full control effect; nearly all actives have a fitted effect of over 55% in size
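Inverse agonists were sought by their lowering of basal cAMP reporter luciferase output in HEK293 cells stably carrying constitutively active human GLP-1R, after 24 h compound treatment.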
PI5P4Ka inh: inhibitors of human PI5P4K alpha. max response, %. PI5P4Kalpha enzyme, ADP-Glo luminescence, 60 min; active compounds read low. 1.2% of 330,000 active. P48426; active = max response of -50% or lower; inconclusive = between -30% and -50%; inactive = -30% or higher; note: value at the top dose of about 77 µM; % is set by controls: 0 for no effect and ±100 for the full control effect
Target sequence (P48426 whole entry, looked up): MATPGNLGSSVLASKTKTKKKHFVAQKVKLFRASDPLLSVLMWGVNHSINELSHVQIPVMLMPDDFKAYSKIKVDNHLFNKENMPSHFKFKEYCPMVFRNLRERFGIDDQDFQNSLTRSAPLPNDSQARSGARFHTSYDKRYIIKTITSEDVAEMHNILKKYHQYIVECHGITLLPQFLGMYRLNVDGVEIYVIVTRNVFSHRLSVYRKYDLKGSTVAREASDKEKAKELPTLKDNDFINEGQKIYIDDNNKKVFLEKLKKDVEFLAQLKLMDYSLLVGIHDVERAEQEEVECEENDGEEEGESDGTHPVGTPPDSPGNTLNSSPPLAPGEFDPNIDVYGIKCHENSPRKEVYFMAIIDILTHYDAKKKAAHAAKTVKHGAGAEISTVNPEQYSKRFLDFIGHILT
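Luminescence from ADP-Glo served as readout of PI5P4Kalpha activity in a qHTS format. Reaction: enzyme, substrate, compound, ATP at 5 microM final, 60 min at RT.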
PLK1 PBD block: PLK1 (human) polo-box domain binding inhibition; P53350; Plk1 PBD binding of FITC phosphopeptide, fluorescence polarization; Potency, µM, for the others: max response, negative = inhibition, actives largely listed as inhibitors; 2.8% of 360,000 active; AID 720504; note: potency is the fitted concentration of half-maximal effect; series mostly up to about 57 µM; % is set by controls: 0 for no effect and ±100 for the full control effect; nearly all actives have a fitted effect of over 65% in size
Target sequence (P53350 whole entry, looked up, the tested form may be a part): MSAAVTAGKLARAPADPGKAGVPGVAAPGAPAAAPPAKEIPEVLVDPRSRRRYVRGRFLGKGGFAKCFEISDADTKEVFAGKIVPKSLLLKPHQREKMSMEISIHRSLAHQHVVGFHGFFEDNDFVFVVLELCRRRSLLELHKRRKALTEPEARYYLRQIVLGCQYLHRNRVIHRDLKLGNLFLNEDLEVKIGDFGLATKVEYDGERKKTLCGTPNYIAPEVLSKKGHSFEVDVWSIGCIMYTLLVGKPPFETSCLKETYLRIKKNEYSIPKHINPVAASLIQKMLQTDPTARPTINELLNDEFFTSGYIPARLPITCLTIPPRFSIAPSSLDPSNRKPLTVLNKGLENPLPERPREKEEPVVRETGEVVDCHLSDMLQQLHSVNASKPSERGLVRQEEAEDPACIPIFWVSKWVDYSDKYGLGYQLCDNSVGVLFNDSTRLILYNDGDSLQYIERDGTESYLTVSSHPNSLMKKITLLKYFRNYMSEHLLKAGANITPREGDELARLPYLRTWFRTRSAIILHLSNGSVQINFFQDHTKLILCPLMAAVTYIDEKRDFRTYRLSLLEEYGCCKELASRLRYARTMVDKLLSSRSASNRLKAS
PTHR1 ag: agonists of human PTHR1 parathyroid hormone receptor; 0.075% of 410,000 active; AID 743266; Potency, µM (top dose mostly 115 µM), without a hit: top-dose activation, actives largely listed as activators; Q03431; HEK293 GP2 PTHR1 cells, GloSensor cAMP luminescence, 1 h; note: potency is the fitted concentration of half-maximal effect; nearly all actives have a fitted effect of over 55% in size; some results filed as inactive show a strong effect at the top dose; inactives centre near -15; many of its hits are not listed in these tables
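HEK-293-derived GP2 cells expressing PTHR1 and a GloSensor cAMP reporter, 3,000/well, plated overnight, given luciferin plus IBMX (each 0.5 mM as added) for 1 h at 37 °C, then compound for 1 h at 37 °C. Luminescence was read after 15 min at room temperature.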
HEK293 tox: cytotoxicity in counter-screen for GLP-1R inverse agonists; 0.13% of 410,000 active; AID 624418; Potency, µM (top dose mostly 38.3 µM), for inactives: at the highest dose activity change, negative = inhibition, usual class: inhibitors; HEK293 cAMP-luciferase reporter cells, luminescence, 24 h;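 note: loss of luciferase light is scored as toxicity; potency is the fitted concentration of half-maximal effect; % is set by controls: 0 for no effect and ±100 for the full control effect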
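Cells in DMEM/10% Nu serum/1% pen-strep, 1536-well format. Pre-incubated 12 h, dosed with 23 nL compound, incubated a further 24 h. Luciferase detection, 12 min at room temp, luminescence.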
EPAC1 antag: EPAC1 (human) antagonism. EPAC1 GEF assay, Rap1b-BODIPY-GDP exchange fluorescence. Potency, µM (highest dose often 115 µM), for inactives: at the top dose activity change, negative = inhibition, usual class: inhibitors. 0.14% of 360,000 active;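 note: potency is the fitted concentration of half-maximal effect; plate controls were vehicle for no effect and positive control for full effect; nearly all actives have a fitted effect of over 50% in size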
* marks the source's active call; other numbers are inactive results; i = inactive; ? = inconclusive; . = not tested or not shown; [ ] = remark or other dose. Unless noted, calls come from the whole dose curve; as a rule, active = well fitted curve in the direction sought with a large enough effect; inconclusive = small, poorly fitted or top-dose-only effect, or another doubt; inactive = no such curve, though single readings can be large; an effect the other way counts as inactive or inconclusive. These rows are one share of the data; the hit share may differ from the screen's.

SMILES	EPAC1 agonist	IL-2 act	GLP1R ag	GLP1R inv ag	PI5P4Ka inh	PLK1 PBD block	PTHR1 ag	HEK293 tox	EPAC1 antag
O=C1CSC(c2cccc(Cl)c2Cl)N1c1ccccn1 (stereo not drawn)	17%	-3.2	7%	?	16	-13%	-9%	-3%	-1%
Cc1ccc(N=C2SCCCN2C(=O)C2=COCCO2)cc1Cl	-18%	0.2	-9%	-9%	3	-5%	i	-3%	0%
CN1/C(=C\C(=S)NC(=O)c2ccc([N+](=O)[O-])cc2)C(C)(C)c2ccccc21	2%	-0.2	-5%	-46%	5	-5%	-86%[inhibitor]	?	2%
COc1ccc(CN=Cc2c(O)[nH]c3ccccc23)cc1	1%	4.5	10%	2%	-20	21µM*	-70%[inhibitor]	6%	0%
CCCCCOC(=O)c1ccc(N2C(=O)C3C4C=CC(C4)C3C2=O)cc1 (stereo not drawn)	7%	-2.8	0%	?	.	-4%	-11%[57.5 µM]	-15%	-19%
CCN1CC(CN(C)Cc2nc(-c3cccs3)no2)CC1=O (stereo not drawn)	0%	0.8	6%	-16%	-1	-3%	i	-6%	-2%
O=[N+]([O-])c1ccc(OCC2CC(c3ccccc3)=NO2)cc1 (stereo not drawn)	-18%	8.3	14%	7%	1	-6%	-2%	0%	5%
CC1(c2nnc(-c3ccccc3)o2)CC(c2ccc(F)cc2)=NO1 (stereo not drawn)	2%	0.3	5%	13%	-1	1%	-35%[inhibitor]	-15%	0%
CCCOc1ccc(CCc2n[nH]c(=S)n2-c2ccccc2)cc1	1%	-0.9	14%	-16%	-1	-19%	-13%	?	-7%
COc1cccc(NC(=O)N2C3CCCC2CC(NC(=O)C2CC2)C3)c1 (stereo not drawn)	3%	-0.3	8%	13%	-1	-16%	i	0%	-17%
Cc1cc(N2CCCCCC2)n2nc(C)c(-c3ccccc3)c2n1	4%	-2.5	-1%	-13%	14	2%	-85%[inhibitor]	7%	3%
Cc1c(NC(=S)N/N=C\c2ccccc2O)c(=O)n(-c2ccccc2)n1C	-1%	-0.1	-16%	-30%	-6	-8%	i	23%	?
N#CC1=C(N)Oc2cc(N)ccc2C1c1ccccc1F (stereo not drawn)	-2%	-3.8	6%	?	-12	4%	-15%	3%	-3%
O=c1cc(NCCCO)c2ccccc2o1	4%	-1.5	-7%	-3%	-6	1%	i	-8%	0%
O=S(=O)(c1ccccc1)n1nc(-c2ccc(Cl)cc2)nc1NCc1ccc(F)cc1	.	.	4%	19%	.	.	?	2%	.
Cc1onc(-c2ccccc2)c1C(=O)OCC(=O)NC(=O)c1ccccc1	6%	-2.2	13%	1%	-6	-9%	i	-3%	15%
Cc1nc(NNC(=O)c2ccc([N+](=O)[O-])cc2)cc(-c2ccccc2)n1	4%	1.0	0%	2%	1	-6%	i	0%[1.53 µM]	18%
O=C(NCC1CCN(Cc2ccccc2F)CC1)Nc1cccc(Br)c1	11%	-4.4	6%	?	7	-4%	-13%	-10%	-22%
COc1cccc(/C=C2\SC(=S)N(C(C)C(=O)NC3C=CS(=O)(=O)C3)C2=O)c1 (stereo not drawn)	-3%	-1.0	-5%	100%[activator]	2	27µM*	-86%[inhibitor]	-10%	-20%
COC(=O)c1cccc(C23CC4(C2)[C@H](CN(C)[C@@H]4c2ccccc2)C3c2ccc(C(F)(F)F)cc2)c1 (stereo partly drawn)	-13%	1.8	-3%	-27%	14	-1%	i	9%	8%
O=C(COC(=O)CSc1ccc([N+](=O)[O-])cc1)NC1CCCCCCC1	4%	-2.8	-13%	14%	?	24µM*	i	1%	1%
CC(=O)Nc1ccc(NC(C)=O)c(NC2OCC(O)C(O)C2O)c1 (stereo not drawn)	2%	-0.6	-2%	9%	0	-1%	i	4%	10%
[O-]/[N+](=C/c1ccccc1)c1ccccc1	0%	5.7	2%	11%	1	-5%	-9%	-8%	5%
Cc1cc(C)c2cc(C(=O)N3CCC(Cc4ccccc4)CC3)[nH]c2c1	-4%	-3.5	13%	?	13	0%	-4%	?	-9%
CCOc1ccc(NC(=O)CN(C)C(=O)c2ccccc2OCCOc2ccccc2)cc1OCC	-7%	0.2	15%	-23%	-5	-6%	-19%	-14%	-13%

Sorted by value in PI5P4Ka inh (falling): some entries from above
Compound	IL-2 act	GLP1R ag	GLP1R inv ag	PI5P4Ka inh	PLK1 PBD block	PTHR1 ag	EPAC1 antag
COC(=O)c1cccc(C23CC4(C2)[C@H](CN(C)[C@@H]4c2ccccc2)C3c2ccc(C(F)(F)F)cc2)c1 (stereo partly drawn)	1.8	-3%	-27%	14	-1%	i	8%
O=C(NCC1CCN(Cc2ccccc2F)CC1)Nc1cccc(Br)c1	-4.4	6%	?	7	-4%	-13%	-22%
O=c1cc(NCCCO)c2ccccc2o1	-1.5	-7%	-3%	-6	1%	i	0%

(continued)
SMILES	EPAC1 agonist	IL-2 act	GLP1R ag	GLP1R inv ag	PI5P4Ka inh	PLK1 PBD block	PTHR1 ag	HEK293 tox	EPAC1 antag
O=C(CSc1nnc(NC(=O)c2ccco2)s1)NC1CCCC1	3%	0.6	-14%	8%	-11	-20%	i	0%	-15%
O=C(Nc1cccc(-c2cccc(Cl)c2)c1)C1CCN(Cc2nccs2)CC1	5%	-4.4	-1%	?	18	4%	-42%[inhibitor]	-23%	3%
CCOc1ccc(NC(=O)C(C)Sc2nnc(C)n2C)cc1 (stereo not drawn)	2%	0.9	1%	14%	0	?	9%	3%	-12%
CCOc1ccc(S(=O)(=O)N(CC(=O)NCCSc2ccccc2)c2ccccc2)cc1	.	.	0%	-2%	.	.	-41%[inhibitor]	-11%	.
COc1cc(/C=N/NC(=O)c2ccccn2)ccc1OC(=O)c1ccc(Br)cc1	14%	-0.4	-3%	6%	-8	-5%	-93%[inhibitor]	-1%	-14%
Cc1ccc(-c2cc3nc(C)cc(NCc4ccco4)n3n2)cc1	21%	-2.6	5%	0%	.	0%	-20%	3%	-1%
Cc1nn(C)c(C)c1/C=C(\C#N)S(=O)(=O)c1ccc(F)cc1	-4%	-2.4	-6%	6%	-9	-2%	i	10%	8%
Cc1c(N=N/C(C(=O)Nc2ccccc2)=C(/O)c2ccccc2)c(=O)n(-c2ccccc2)n1C	6%	2.6	4%	4%	2	-5%	-12%	12%	-19%
O=C1CCN(S(=O)(=O)c2ccccc2)N1	-10%	0.9	3%	-4%	-6	-25%	-20%	2%	-1%
CC(/C=C1\SC(=O)N(CC(=O)Nc2ccc(O)cc2)C1=O)=C\c1ccccc1	8%	-2.3	3%	-5%	-4	-8%	-13%	-20%	-12%
Cc1cc(C)c[n+](CC(=O)c2ccccc2)c1	5%	-0.1	-2%	4%	2	-7%	i	-1%	-9%
Cc1ccccc1NC(=S)N(Cc1ccco1)C(C)c1cccs1 (stereo not drawn)	10%	-3.7	0%	?	3	2%	i	7%	-16%
COc1ccccc1CNCCS(=O)(=O)NCc1ccccc1OC	-7%	-0.5	-4%	4%	1	-11%	-12%	4%	-8%
CCCCC[C@@H]1C=C(C(=O)O)[C@H](c2ccc(Br)cc2)N1S(=O)(=O)c1ccc(C)cc1	-8%	0.5	-1%	?	17	?	-7%	-10%	?
N#Cc1cccc(NC(=O)CCN2C(=O)C3CCCCC3C2=O)c1 (stereo not drawn)	-4%	-0.4	-1%	3%	-2	7%	i	15%	6%
O=C(Nc1ccccc1)Nc1ccc2nnsc2c1	-6%	0.5	-2%	?	-9	30µM*	0%	-9%	-15%
O=C(NN=C(Cc1ccccc1)Cc1ccccc1)c1ccncc1	-5%	0.2	-6%	-7%	1	-11%	-13%	7%	6%
Cn1ncc(Cl)c1C(=O)N1CCc2ccccc21	2%	-1.4	-8%	7%	.	-5%	i	-16%	-1%
CN1CCc2c(sc(NC(=O)Cc3ccc(F)cc3)c2C(N)=O)C1	2%	1.1	-1%	-3%	-7	-15%	i	-15%	-26%
COc1ccc(CN2CCN(CC3CC3)CC2CCO)c(C)c1C (stereo not drawn)	-13%	0.0	-3%	4%	-1	8%	-5%	5%	14%
COc1ccc(NC(=O)CCN2C(=O)c3ccccc3C2=O)c(OC)c1	-1%	-0.5	1%	7%	3	-20%	-6%	-1%	1%

Compounds listed so far that have bromine (3):
SMILES	EPAC1 agonist	IL-2 act	GLP1R ag	GLP1R inv ag	PI5P4Ka inh	PLK1 PBD block	PTHR1 ag	HEK293 tox	EPAC1 antag
O=C(NCC1CCN(Cc2ccccc2F)CC1)Nc1cccc(Br)c1	11%	-4.4	6%	?	7	-4%	-13%	-10%	-22%
COc1cc(/C=N/NC(=O)c2ccccn2)ccc1OC(=O)c1ccc(Br)cc1	14%	-0.4	-3%	6%	-8	-5%	-93%[inhibitor]	-1%	-14%
CCCCC[C@@H]1C=C(C(=O)O)[C@H](c2ccc(Br)cc2)N1S(=O)(=O)c1ccc(C)cc1	-8%	0.5	-1%	?	17	?	-7%	-10%	?
